# Bioassay records as filed in PubChem.
# ASM inhibitor: human S-ASM enzyme inhibition. 0.006% of 340,000 active. placental ASM, HMU-PC fluorogenic substrate, 60 min. Potency, µM (series often up to 57.5 µM), inactives show top-dose activity change, negative = inhibition, actives largely listed as inhibitors. P17405; note: potency is the fitted concentration of half-maximal effect
#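 HMU-PC0 cleavage (9 uM final) by human placental ASM, 60 min at 37 °C following 10 min compound exposure at RT; stopped at pH 10, fluorescence Ex 386/Em 447 nm.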
# hERG WT inh: KCNH2 (human, wildtype) channel inhibition; Q12809; U2OS, BacMam KCNH2, thallium flux FluxOr; stronger effect = lower value; activity change, % at 1.84 µM; 0.37% of 340,000 active; AID 720551;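 active = maximum activity change below -70%; inconclusive = maximum activity change between -70% and -50%; inactive = maximum activity change above -50%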; note: % is set by controls: 0 for no effect and ±100 for the full control effect
#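 U2OS cells transduced with wild-type KCNH2 virus are loaded with FluxOr dye for 45 min, and thallium flux is measured in kinetic reads before and after stimulation buffer. Rate constants are normalized to DMSO controls.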
# GALK inhibitor: inhibitors of human galactokinase; Potency, µM (titrated, usually from 57.5 µM), without a hit: at the highest dose activity change, negative = inhibition, actives largely listed as inhibitors; 0.007% of 270,000 active; Purified GALK, Kinase-Glo residual ATP luminescence; P51570; note: potency is the fitted concentration of half-maximal effect; % is set by controls: 0 for no effect and ±100 for the full control effect
# Target sequence (P51570 whole entry, looked up): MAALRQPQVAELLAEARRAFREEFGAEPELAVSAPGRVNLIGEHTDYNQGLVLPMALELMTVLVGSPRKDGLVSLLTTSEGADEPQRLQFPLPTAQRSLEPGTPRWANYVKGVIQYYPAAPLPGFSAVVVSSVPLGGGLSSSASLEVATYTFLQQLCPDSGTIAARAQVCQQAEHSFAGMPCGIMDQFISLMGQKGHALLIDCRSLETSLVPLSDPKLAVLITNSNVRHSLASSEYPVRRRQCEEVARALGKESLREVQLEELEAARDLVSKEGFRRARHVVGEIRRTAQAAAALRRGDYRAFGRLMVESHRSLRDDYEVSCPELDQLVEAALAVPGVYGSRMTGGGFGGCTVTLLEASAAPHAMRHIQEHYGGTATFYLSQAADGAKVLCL
#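 GALK at 5 nM final was combined with compound, 35 uM ATP and 100 uM galactose in HEPES pH8.0 with MgCl2 and DTT. The reaction ran one hour at room temperature before luminescent ATP detection.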
# Chronic BCR inh: blocks chronic active B-cell receptor signaling | ABC-DLBCL IkBa-CBG/CBR reporter, luminescence ratio, 4 h | Potency, µM (titrated, usually from 46.1 µM), for the others: top-dose ratio change, negative = lower green/red ratio, hits mostly inhibitors | 0.05% of 340,000 active; active = well fitted inhibition curve with a large enough effect in the signal ratio, with a control signal flat, not every such curve was filed as active; inconclusive = small, poorly fitted or top-dose-only effect, or effect the other way, or a change in a side signal; the % refers to the signal ratio;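 note: potency is the fitted concentration of half-maximal effect; plate controls were basal doxycycline-induced cells for no effect and cells given 10 µM MG132 for full effect; MG132 reads +100%, hits lower the ratio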
#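 TMD8 human ABC-DLBCL cells with doxycycline-inducible IκBα–green luciferase fusion and unfused red luciferase, in 0.5% FBS medium; compounds up to 46 uM, 4 h at 37C. Green/red luminescence ratio, filter-overlap corrected, fitted to concentration-response curves.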
# Menin-MLL TR inh: inhibitors of human menin-MLL interaction, mutant MLL peptide. Menin + Texas Red MLL mutant peptide, fluorescence polarization. O00255. Potency, µM (titrated, usually from 61.6 µM), for inactives: at the highest dose FP activity change, negative = inhibition, most hits filed as inhibitors. 0.23% of 270,000 active. AID 1768; active = well fitted inhibition curve with a large enough effect in the polarisation, with a control signal flat, not every such curve was filed as active; inconclusive = small, poorly fitted or top-dose-only effect, or effect the other way, or a change in a side signal; inactive = no such curve, though single readings can be large or run the other way; the % refers to the polarisation; note: potency is the fitted concentration of half-maximal effect; % of control where 0% means no effect; many of its hits are not listed in these tables
# TSHR antagonist: antagonists of human thyroid stimulating hormone receptor | P16473 | TSHR-expressing cells, TSH-stimulated cAMP HTRF, 2 h; stronger effect = lower value | activity change, negative = inhibition, % at 11.5 µM | 0.2% of 330,000 active | AID 504810;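 active = activity change below a set negative limit, meaning inhibition stronger than a set level, cut at about -70% in these data; inconclusive = activity change between two set negative limits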; note: % is set by controls: 0 for no effect and ±100 for the full control effect
#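 TSHR-expressing cells, 200/well, pre-treated with compound, then stimulated with EC80 TSH (4nM final) for 2 hours at 37 deg C. cAMP measured by competitive HTRF: anti-cAMP cryptate antibody in lysis buffer plus cAMP-d2, read after 30 minutes at room temperature.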
# USP2a block: USP2a (human) protease inhibition | O75604 | USP2 core, Ub-CHOP2 coupled fluorogenic reporter, 485/531 | Potency, µM (highest dose often 38.3 µM), inactives show at the top dose activity change, negative = inhibition, hits mostly inhibitors | 0.01% of 330,000 active;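 note: potency is the fitted concentration of half-maximal effect; plate controls were DMSO wells for no effect and full inhibition by NEM control for full effect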
#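 USP2 core (10nM final) preincubated 30min RT with compound in 20mM Tris-HCl pH 8.0, 2mM CaCl2, 2mM beta-mercaptoethanol, 0.05% CHAPS; 25nM Ub-CHOP2 plus 25nM reporter substrate added, fluorescence (Ex485/Em531) read after 60min.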
# MBNL1-CUG inh: MBNL1-poly(CUG) RNA binding inhibition | Q9NR56 | TR-FRET MBNL1-His/biotin-(CUG)12 binding, 665/545 ratio | Potency, µM (titrated, usually from 57.5 µM), for the others: at the top dose activity change, negative = inhibition, most hits filed as inhibitors | 0.036% of 280,000 active | AID 2675; active = well fitted inhibition curve with a large enough effect in the signal ratio, with a control signal flat, not every such curve was filed as active; inconclusive = small, poorly fitted or top-dose-only effect, or effect the other way, or a change in a side signal; inactive = no such curve, though single readings can be large or run the other way; the % refers to the signal ratio; note: potency is the fitted concentration of half-maximal effect; % is set by controls: 0 for no effect and ±100 for the full control effect
#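 MBNL1-His + Biotin-(CUG)12, cpd titration 92 nM–58 uM; Tb anti-His Ab 0.055 ng/ul, SA-XL665 5 nM (final); 60 min RT; ratiometric 665/545 nm, Ex 340 nm; normalized to buffer and full-complex controls.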
# Mito fusion act: mitochondrial division inhibition or fusion activation. 0.23% of 320,000 active. AID 485298. Potency, µM (series often up to 46.1 µM), inactives show at the top dose growth rescue (activation), actives largely listed as activators. S. cerevisiae fusion-defective mutant growth rescue, CellTiterGlo 48 h;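 note: potency is the fitted concentration of half-maximal effect; % of control where 0% means no effect; nearly all actives have a fitted effect of over 45% in size; temperature-sensitive fusion mutants such as fzo1-1 at 37 °C on non-fermentable ethanol glycerol medium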
#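 Read-out: ATP-based luminescence (CellTiterGlo, 10 min ambient) reporting growth of fusion-defective ts yeast after 48 hours at 37C on glycerol/ethanol YPEG medium in the presence of compound.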
# Eya2 phos inh: blocks the phosphatase activity of human Eya2; recombinant Eya2, OMFP fluorescence dephosphorylation (OMFP is methylfluorescein phosphate); Potency, µM (series often up to 76.9 µM), for inactives: at the highest dose activity, negative = inhibition, most hits filed as inhibitors; O00167; 0.006% of 330,000 active; note: potency is the fitted concentration of half-maximal effect; % is set by controls: 0 for no effect and ±100 for the full control effect
#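 Eya2 protein (added as 0.2 uM solution) was preincubated with compound for 10 min at ambient temperature in 50 mM HEPES pH 7.5, 50 mM NaCl, 5 uM MgCl2, 0.05% BSA, 1 mM DTT. OMFP (added at 50 uM) then reacted 10 min; fluorescence read at 485/525 nm.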
# PKM2 activator: PKM2 (human) enzyme activation; P14618; purified PKM2, Kinase-Glo ATP luminescence, activation; response scale: 0% is enzyme alone, no compound; Potency, µM (highest dose often 57.5 µM), for inactives: at the top dose activation, actives largely listed as activators; 0.34% of 260,000 active; note: potency is the fitted concentration of half-maximal effect; % is set by controls: 0 for no effect and ±100 for the full control effect; nearly all actives have a fitted effect of over 55% in size
# Target sequence (P14618 whole entry, looked up): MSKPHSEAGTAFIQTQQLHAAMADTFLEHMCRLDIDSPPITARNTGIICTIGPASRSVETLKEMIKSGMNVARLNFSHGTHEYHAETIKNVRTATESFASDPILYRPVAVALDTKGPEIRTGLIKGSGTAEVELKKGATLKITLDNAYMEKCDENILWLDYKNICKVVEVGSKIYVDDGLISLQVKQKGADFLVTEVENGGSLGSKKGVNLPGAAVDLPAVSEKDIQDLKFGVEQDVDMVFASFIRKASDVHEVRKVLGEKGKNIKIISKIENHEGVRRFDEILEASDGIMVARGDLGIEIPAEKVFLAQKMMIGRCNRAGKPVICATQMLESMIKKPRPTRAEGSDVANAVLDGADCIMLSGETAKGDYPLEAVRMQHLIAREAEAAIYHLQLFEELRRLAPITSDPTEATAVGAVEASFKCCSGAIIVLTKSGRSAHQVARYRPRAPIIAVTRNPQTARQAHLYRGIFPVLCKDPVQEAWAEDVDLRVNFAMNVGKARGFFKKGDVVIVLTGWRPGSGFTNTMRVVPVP
#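 Purified hPK-M2 (>95% pure) converted ADP (0.1 mM final) to ATP with 0.5 mM PEP in 50 mM imidazole pH7.2, KCl, MgCl2, Tween 20, BSA; 1 h at room temperature. ATP detected by Kinase-Glo luminescence.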
# * hit, by the source's call; ? = inconclusive; · = no result given; [ ] = another dose, or the depositor's remark. Unless noted, calls come from the whole dose curve; as a rule, active = well fitted curve in the direction sought with a large enough effect; inconclusive = small, poorly fitted or top-dose-only effect, or another doubt; inactive = no such curve, though single readings can be large; an effect the other way counts as inactive or inconclusive.
SMILES,ASM inhibitor,hERG WT inh,GALK inhibitor,Chronic BCR inh,Menin-MLL TR inh,TSHR antagonist,USP2a block,MBNL1-CUG inh,Mito fusion act,Eya2 phos inh,PKM2 activator
O=C(c1ccccc1)c1ccc(OCC(O)CN2CCN(Cc3ccccc3)CC2)cc1 (stereo not drawn),-9%,-19,-1%,?,-20%,9,-1%,-1%,-3%,-7%,0%
Cc1onc(-c2ccccc2Cl)c1C(=O)NCc1ccccc1,2%,2,-2%,13%,·,10,2%,-12%,2%,-24%,-1%
O=C(OCC(=O)N1CCC(Cc2ccccc2)CC1)c1ccccc1O,-7%,-3,·,?,·,-11,-3%,·,·,-15%,·
COC(=O)/C(C#N)=C/c1c(N2CCCCCC2)nc2c(C)cccn2c1=O,-17%,-3,2%,?,?,13,-11%,?,13%,-9%,·
CC(=O)Nc1sc(C)c(C)c1C(=O)OCC(=O)NCc1ccc(Cl)cc1,-2%,-7,·,-1%,·,-2,-5%,·,-3%,?,·
O=C(CSCc1ccccc1)NNc1c(F)c(F)cc(F)c1F,2%,-5,·,0%,1%,8,2%,-8%,?,5%,·
O=C(CCn1c(=O)oc2ccccc21)Nc1cccc([N+](=O)[O-])c1,5%,-12,-7%,-2%,·,-11,2%,11%,-1%,12%,0%
CCOc1ccc(NC(=O)NNC(=O)c2ccc3ccccc3c2O)cc1,167%[activator],1,5%,3%,?,-4,1%,-2%,-2%,5%,-5%
Nc1ccccc1-c1nnc(SCC(=O)Nc2ccccc2OC(F)F)[nH]c1=O,-2%,-4,·,2%,·,-2,2%,·,·,3%,·
COCCCn1c(SCC(=O)Nc2ccc(NC(C)=O)cc2)nc2sc3c(c2c1=O)CCC3,-5%,-3,0%,9%,6%,5,0%,-5%,1%,11%,3%
O=c1nc2c(O)cccn2c2c1c(=O)[nH]c1ccccc12,6%,-2,-2%,2%,0%,-23,20%,?,-3%,2%,23%
O=C(Nc1cccc(Cl)c1)c1ccc(OC(=S)N2CCOCC2)cc1,0%,0,-3%,-16%,-18%,-26,4%,-6%,1%,-2%,0%
CCCCc1cc(=O)oc2cc(C)cc(OCC(=O)Nc3cccnc3)c12,56%,4,-2%,?,·,-10,-6%,6%,-1%,0%,·
Cc1cc(C)n2nc(CC(=O)NCc3ccccc3Cl)nc2n1,2%,9,2%,-7%,-6%,26,-4%,-1%,0%,-12%,-6%
CCN(CC)S(=O)(=O)c1ccc(N2CCCC2)c(NC(=O)c2ccc(N3CCCC3=O)cc2)c1,-2%,-19,·,2%,·,-3,2%,·,-4%,25%,·
CCCCCNS(=O)(=O)c1cc(C)ccc1OC,3%,4,3%,1%,-15%,7,0%,-6%,2%,8%,-4%
COc1ccc(NS(=O)(=O)c2ccc(NC(C)=O)cc2)c(OC)c1,4%,-15,2%,?,-2%,4,4%,5%,2%,6%,-1%
CC(C)C(NC(=O)OCc1ccccc1)C(=O)N1CCOCCOCCOCC1 (stereo not drawn),0%,-11,-2%,2%,-28%,-5,0%,-1%,-6%,3%,-11%
COc1cc(SC#N)ccc1N=Cc1c(C)[nH]n(-c2ccc(C)cc2C)c1=O,23%,0,-1%,·,?,·,·,?,-6%,·,4%
O=C(Nc1ccccc1N1CCCC1)C1CCN(C(=O)c2ccc(F)cc2)CC1,3%,10,·,-4%,·,-1,1%,·,7%,-4%,·

# Reprinted from the part before: four entries, then new ones.
SMILES,ASM inhibitor,hERG WT inh,GALK inhibitor,Chronic BCR inh,Menin-MLL TR inh,TSHR antagonist,USP2a block,MBNL1-CUG inh,Mito fusion act,Eya2 phos inh,PKM2 activator
COc1ccc(NS(=O)(=O)c2ccc(NC(C)=O)cc2)c(OC)c1,4%,-15,2%,?,-2%,4,4%,5%,2%,6%,-1%
CC(C)C(NC(=O)OCc1ccccc1)C(=O)N1CCOCCOCCOCC1 (stereo not drawn),0%,-11,-2%,2%,-28%,-5,0%,-1%,-6%,3%,-11%
COc1cc(SC#N)ccc1N=Cc1c(C)[nH]n(-c2ccc(C)cc2C)c1=O,23%,0,-1%,·,?,·,·,?,-6%,·,4%
O=C(Nc1ccccc1N1CCCC1)C1CCN(C(=O)c2ccc(F)cc2)CC1,3%,10,·,-4%,·,-1,1%,·,7%,-4%,·
Cc1ccc(COc2ccccc2C(=S)N2CCCC2)cc1,2%,-2,-2%,?,12%,-10,9%,1%,3%,5%,2%
CC(Oc1ccccc1F)C(=O)NNC(=O)CCNC(=O)c1ccco1 (stereo not drawn),3%,-11,·,2%,·,-1,2%,·,-1%,-6%,·
CC(Sc1nccn1C)C(=O)c1ccc(Br)cc1 (stereo not drawn),-4%,-2,5%,3%,-3%,-1,2%,0%,-21%,1%,0%
CC1CN(C(=O)CCC(=O)NC2CCN(Cc3ccccc3)CC2)c2ccccc2O1 (stereo not drawn),-1%,16,·,2%,-24%,7,2%,3%,0%,?,-1%
CCOC(=O)c1cn(CC(=O)Nc2cccc(F)c2)nn1,1%,2,0%,-1%,0%,14,1%,-6%,-1%,-1%,-6%
CN(C)S(=O)(=O)c1ccc(C(=O)N2CC(=O)Nc3ccc(F)cc3C2c2ccc(F)cc2)cc1 (stereo not drawn),0%,-2,-1%,1%,2%,-1,3%,-7%,-3%,-9%,·
Fc1ccccc1Nc1nc2ccccc2n2nnnc12,2%,-14,2%,?,21%,0,0%,19%,0%,-4%,1%
C=CCN1C(=O)C(O)(CC(=O)c2ccc(-n3cccc3)cc2)c2ccccc21 (stereo not drawn),-5%,3,1%,1%,22%,5,-4%,13%,12%,-23%,-13%
Cc1cc(N(CCO)CCO)nc(-n2nc(C)cc2C)n1,1%,-3,0%,2%,-30%,12,0%,3%,15%,-9%,1%
O=C(NCCc1ccccc1)c1ccc(CS(=O)(=O)Cc2ccc(F)cc2)o1,-1%,6,-3%,5%,·,4,3%,0%,0%,-1%,·
CCCOC(=O)CC1C(=O)NCCN1Cc1cc(OC)cc(OC)c1 (stereo not drawn),2%,-19,-2%,?,-5%,11,0%,6%,-1%,0%,3%
Cc1cc(OCC(=O)Nc2ccncc2)cc(C)c1Cl,0%,11,-5%,-8%,14%,-31,-1%,-4%,6%,2%,9%
CCOc1cc(NC(=S)NCc2ccco2)c(OCC)cc1NC(C)=O,1%,5,4%,0%,18%,5,1%,-6%,-1%,8%,1%
COc1ccc(NC(=O)C(=O)NCCO)cc1Cl,1%,42,3%,0%,0%,4,0%,-12%,-1%,6%,-6%
Cc1ccnc(NC(=O)c2cccc(NS(=O)(=O)c3ccccc3C)c2)c1,-3%,-6,-3%,-1%,13%,-9,-2%,2%,1%,-3%,1%
O=C(NC1CCCCC1)C1CCCN(S(=O)(=O)c2ccc(Br)s2)C1 (stereo not drawn),-2%,2,4%,1%,-5%,-14,0%,-4%,-2%,4%,-3%
COc1ccc(CNC(=O)c2nccnc2CO)cc1,0%,6,·,1%,26%,-2,3%,6%,-7%,4%,·
O=C(Nn1c(O)c(C=C2N=c3ccccc3=N2)sc1=S)c1ccc(Cl)cc1,-24%,12,-4%,?,?,55,-2%,7%,10%,-31%,-1%

# This is a subset; count on the stated rates, not on these rows.
